GLP1R inv ag – acts as inverse agonist at human GLP-1 receptor; 410,000 compounds, 1.6% hits; Potency, µM (top dose mostly 38.3 µM), inactives show at the highest dose activity change, negative = inhibition, usual class: inhibitors; AID 624417; HEK293 GLP-1R CRE-luciferase, luminescence, 24 h; GLP-1R form is constitutively active; P43220; further: potency means the concentration at half of the fitted maximal effect; on the % scale 0 is the no-effect control and ±100 the full control effect; nearly all actives have a fitted effect of over 55% in size
Target sequence (P43220 whole entry, looked up): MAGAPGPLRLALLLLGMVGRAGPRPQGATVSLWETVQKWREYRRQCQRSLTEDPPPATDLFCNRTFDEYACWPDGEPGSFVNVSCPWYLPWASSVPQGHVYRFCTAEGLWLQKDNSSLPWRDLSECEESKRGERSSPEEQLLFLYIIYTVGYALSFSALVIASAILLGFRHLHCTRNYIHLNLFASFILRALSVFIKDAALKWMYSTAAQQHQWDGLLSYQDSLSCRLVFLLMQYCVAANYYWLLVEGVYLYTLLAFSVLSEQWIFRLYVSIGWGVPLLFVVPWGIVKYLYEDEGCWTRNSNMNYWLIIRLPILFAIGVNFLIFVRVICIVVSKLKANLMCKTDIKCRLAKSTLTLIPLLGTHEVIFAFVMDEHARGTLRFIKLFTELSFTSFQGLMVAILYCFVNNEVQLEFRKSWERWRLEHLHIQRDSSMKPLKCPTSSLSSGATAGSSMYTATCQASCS
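Stable HEK293 clone (constitutively active GLP-1R + cAMP-response luciferase); 200 cells/uL plated, 12 h pre-culture, compound 24 hr, 37 deg C/5% CO2; detection reagent 12 min RT; luminescence.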
GLP-1R agonist – agonists of human GLP-1 receptor; P43220; HEK293 GLP-1R CRE-luciferase, luminescence, 4-6 h; cells express a hypersensitive GLP-1R form; Potency, µM (top dose mostly 45.6 µM), inactives show top-dose activation, most hits filed as activators; 380,000 compounds, 0.007% hits; further: potency means the concentration at half of the fitted maximal effect; % of control where 0% means no effect
FUS yeast rescue – suppressors of FUS proteinopathy in yeast. S. cerevisiae FUS-expressing, growth rescue, OD600, 24 h. Potency, µM (highest dose often 76.6 µM), inactives show at the top dose growth rescue (activation), usual class: activators. 390,000 compounds, 0.24% hits. AID 1347120;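 further: potency means the concentration at half of the fitted maximal effect; plate controls were DMSO vehicle for no effect and reference control for full effect; nearly all actives have a fitted effect of over 55% in size; some results filed as inactive show a strong effect at the top dose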
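S. cerevisiae expressing FUS from galactose induction served as the toxicity model. Growth after 24hr at 30C, read as absorbance at 600 nm, indicates suppression of toxicity; compounds dosed at several concentrations.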
PTHR1 ag – PTHR1 (human) receptor agonism; Q03431; Potency, µM (highest dose often 115 µM), inactives show at the top dose activation, usual class: activators; HEK293 GP2 PTHR1 cells, GloSensor cAMP luminescence, 1 h; 410,000 compounds, 0.075% hits; further: potency means the concentration at half of the fitted maximal effect; nearly all actives have a fitted effect of over 55% in size; some results filed as inactive show a strong effect at the top dose; inactives centre near -15; many of its hits are not listed in these tables
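HEK-293-derived GP2 cells expressing PTHR1 and a GloSensor cAMP reporter, 3,000/well, plated overnight, given luciferin plus IBMX (each 0.5 mM as added) for 1 h at 37 °C, then compound for 1 h at 37 °C. Luminescence was read after 15 min at room temperature.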
Akt phos inh – inhibitors of Akt phosphorylation; activity change, % for hits at 50 µM; Neuro2A IGF-stimulated pAkt S473 HTRF, 20 min; stronger effect = lower value; AID 651550; 360,000 compounds, 0.32% hits; in the data active means activity change below about -80%; inconclusive means mostly about -51% to -80%; further: on the % scale 0 is the no-effect control and ±100 the full control effect
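Neuro2A cells in DMEM with 0.5% FBS, overnight at 37 deg C, given compound at single 50 µM final, then IGF (6 nM final) for 20 min at 37 deg C. Lysed; phospho-Akt Ser473 by HTRF after 24 h, 665/615 ratio.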
D3 antag – D3 dopamine receptor (human) antagonism. P35462. D3R cells, DiscoveRx beta-arrestin luminescence, antagonist mode; stronger effect = lower value. max response, negative = inhibition, %. 360,000 compounds, 2.5% hits. AID 652054; in the data active means max response below about -50%; inconclusive means no clear call, values can overlap the other calls; further: on the % scale 0 is the no-effect control and ±100 the full control effect; mostly tested at two doses, the higher about 12 µM
Target sequence (P35462 whole entry, looked up): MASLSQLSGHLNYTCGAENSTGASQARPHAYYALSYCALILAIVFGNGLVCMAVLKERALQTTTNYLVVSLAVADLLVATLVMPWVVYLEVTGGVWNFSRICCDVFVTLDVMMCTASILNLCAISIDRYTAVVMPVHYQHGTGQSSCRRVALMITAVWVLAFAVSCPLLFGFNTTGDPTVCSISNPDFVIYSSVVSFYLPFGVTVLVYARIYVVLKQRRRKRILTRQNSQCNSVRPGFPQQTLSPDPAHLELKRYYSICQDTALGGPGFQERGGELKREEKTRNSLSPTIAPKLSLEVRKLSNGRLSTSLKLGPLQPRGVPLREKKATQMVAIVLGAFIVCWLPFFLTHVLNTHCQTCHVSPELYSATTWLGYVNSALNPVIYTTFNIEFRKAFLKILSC
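Cells plated overnight at 1500 cells/well, then exposed to library compounds with dopamine controls for 90 minutes at 37 degrees C. DiscoveRx reagent added for 30–60 minutes at room temperature; luminescence read, quantitative HTS format.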
Abeta rescue – restores growth of yeast expressing A-beta42 peptide; yeast expressing A-beta42, growth rescue, OD600, 48 h; response scale: 0% DMSO, 100% iron-clioquinol control; Potency, µM (series often up to 46.1 µM), without a hit: at the top dose growth rescue, most hits filed as activators; 410,000 compounds, 0.063% hits; further: potency means the concentration at half of the fitted maximal effect; nearly all actives have a fitted effect of over 55% in size
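Yeast A-beta toxicity model in growth medium with pinned compounds, 48 h at 30 C; growth read as absorbance at 600 nm. Normalized to FeCl3/clioquinol equimolar mix (positive) and DMSO (negative).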
aSyn rescue – inhibitors of alpha-synuclein toxicity in yeast. Yeast expressing alpha-synuclein, growth rescue, BacTiter-Glo, 24 h. Potency, µM (highest dose often 46.1 µM), for the others: top-dose growth rescue (activation), actives largely listed as activators. 370,000 compounds, 0.14% hits; further: potency means the concentration at half of the fitted maximal effect; % of control where 0% means no effect; nearly all actives have a fitted effect of over 65% in size
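Readout is rescue of growth in alpha-synuclein-expressing yeast, so inhibitors of toxicity appear as activators. Growth after 24 hr at 30 deg C in galactose medium is quantified by luminescence.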
TDP43 rescue – inhibitors of TDP-43 toxicity in yeast. Potency, µM (doses to about 46.1 µM), inactives show top-dose growth rescue (activation), actives largely listed as activators. TDP-43 expressing yeast growth rescue, BacTiter-Glo, 24 h. 410,000 compounds, 1.8% hits; further: potency means the concentration at half of the fitted maximal effect; % of control where 0% means no effect; nearly all actives have a fitted effect of over 50% in size
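Growth rescue of TDP-43-toxic yeast measured as ATP luminescence (BacTiter-Glo). Cells grown to mid-log in raffinose, induced in galactose at OD600=0.02, exposed to compound 24 hr at 30 deg C.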
Active calls of the source: *; i = inactive; ? = inconclusive; . = not tested or not shown; & = joins results of further samples; [ ] = another dose, or the depositor's remark. Unless noted, the call rests on the fitted dose curve; in most records, active means well fitted curve in the direction sought with a large enough effect; inconclusive means small, poorly fitted or top-dose-only effect, or another doubt; inactive means no such curve, though single readings can be large; an effect the other way counts as inactive or inconclusive.

mol	GLP1R inv ag	GLP-1R agonist	FUS yeast rescue	PTHR1 ag	Akt phos inh	D3 antag	Abeta rescue	aSyn rescue	TDP43 rescue
CN(C)CC1CSCCC1(O)c1ccc(Cl)cc1 (centres undefined)	-13%	-5%	11%	-11%[57.5 µM]	i	-13	-1%	-5%	-2%
COCCN1C(=O)NC(=O)/C(=C\c2ccc(F)cc2)C1=O	-16%	-2%	-14%	-10%	i	4	5%	-4%	22%
COc1cc2c(c(OC)c1OC)-c1ccc(O)cc1[C@@H](NC(C)=O)CC2	-58%	18%	-9%	18%	i	?	4%	-10%	3%
Cc1ccc(CC(=O)N2CCN(C)CC2)cc1	-17%	-5%	-17%	-14%	i	6	0%	-3%	11%
CC1(C)CC(n2[nH]c(=O)c3c2NC(=O)CSC3c2ccc(F)cc2)CCO1 (centres undefined)	4%	-2%	-10%	-13%[57.5 µM]	i	-4	20%	3%	9%
O=C(O)c1cccc(N=Nc2c(O)[nH]c(=O)[nH]c2=O)c1	?	-8%	18%	i	i	1	-4%	-4%	-14%
Cc1nn(Cc2ccccc2)c(C)c1C(=O)OCC(=O)Nc1cccc(S(N)(=O)=O)c1	6%	0%	40%	i	i	8	-3%	3%	0%
CC(=O)N1CN2CN(C(C)=O)CC(C(=O)c3ccc([N+](=O)[O-])cc3)(C2)C1	11%	9%	-3%	i	i	4	12%	1%	1%
Clc1cccc(CN2CCCCC2c2cccnc2)c1 (centres undefined)	?	11%	7%	i	i	3	4%	5%	-2%
Nc1cc(Cl)cc(C(=O)O)c1Cl	7%	-7%	-22%	-13%	i	3	-19%	0%	18%
CCCC(C)CC1(CCO)C(=O)NC(=S)NC1=O (centres undefined)	12%	0%	-19%	i	i	3	13%	3%	6%
COC(=O)C(O)(c1ccc(NC(=O)c2ccco2)c(OC)c1)C(F)(F)F (centres undefined)	29%	23%	-5%	i	i	-17	-27%	2%	-9%
O=C(Cc1ccccc1)N1CCN(CC2CC=CCC2)CC1 (centres undefined)	-22%	-2%	-26%	i	i	-53*	4%	6%	6%
CCNCC1(c2ccc(OC)c(OC)c2)CCCC1	-10%	20%	-31%	-2%	i	-19	2%	0%	-18%
CC(=O)c1cccc(NC2=NCC(C)S2)c1 (centres undefined)	43%[activator]	-3%	2%	-16%	i	1	-1%	0%	7%
CCCCOCCCN1C(C)=CC(=C2C(=O)NC(=S)NC2=O)C=C1C	-5%	1%	6%	i	i	-12	-4%	0%	-9%
CSc1ncc(CN2CCCC(C(=O)c3ccccc3SC)C2)cn1 (centres undefined)	?	-4%	17%	i	i	-19	7%	-5%	-19%
O=C1C2C3CCC(O3)C2C(=O)N1CCO (centres undefined)	3%	1%	15%	i	i	-11	-3%	1%	0%
COc1ccc2c(c1)[nH]c1c(C)nccc12	2%	0%	-31%	-20%	i	?	-16%	-5%&-1%	26%
C=CCn1c(O)c(C(C)=NCCN2CCOCC2)c(=O)[nH]c1=O	-8%	-13%	7%	i	i	9	0%	-2%	4%
Cc1cc(=O)oc2cc(OCC(=O)N3CCC(C(=O)O)(c4ccccc4)CC3)ccc12	-7%	-5%	6%	-47%[inhibitor]	i	-27	2%	0%	24%
Cc1ccc2c(CN3CC=C(c4ccccc4)CC3)cc(=O)oc2c1C	1%	0%	29%	-26%	i	-27	3%	-3%	-14%
O=c1oc2ccccc2c(O)c1C(c1ccccn1)c1c(O)c2ccccc2oc1=O	17%	4%	10%	12%	i	-2	-16%	-4%	-13%
CN(C)c1ccc(/C=C2/C(=N\O)C3CCN2CC3)cc1	?	6%	12%	-3%	i	-18	5%	-5%	-18%[1.82 µM]
CCOC(=O)C(NC(C)=O)C(OC(C)=O)c1cccc(N(CCCl)CCCl)c1 (centres undefined)	-15%	20%	16%	-7%[57.5 µM]	i	-19	3%	-5%	5%

Three compounds from above with just PTHR1 ag, TDP43 rescue and GLP-1R agonist.
SMILES,PTHR1 ag,TDP43 rescue,GLP-1R agonist
COC(=O)C(O)(c1ccc(NC(=O)c2ccco2)c(OC)c1)C(F)(F)F (centres undefined),i,-9%,23%
Cc1ccc(CC(=O)N2CCN(C)CC2)cc1,-14%,11%,-5%
COCCN1C(=O)NC(=O)/C(=C\c2ccc(F)cc2)C1=O,-10%,22%,-2%

The listing continues:
mol	GLP1R inv ag	GLP-1R agonist	FUS yeast rescue	PTHR1 ag	Akt phos inh	D3 antag	Abeta rescue	aSyn rescue	TDP43 rescue
COc1cccc(-n2c(CN3CCN(C)CC3)nc3ccc([N+](=O)[O-])cc3c2=O)c1	1%	0%	.	-9%	i	2	8%	5%	-15%
CN1CCc2cc3c(cc2C1)OCO3	9%	-6%	-28%	-2%	i	?	-12%	0%	-18%
CCCC(=O)N(C)C1=Nc2ccc(Cl)cc2C(c2ccccc2)=[N+]([O-])C1	-3%	-4%	-2%	-19%	i	?	17%	12%	0%
Cc1cc(C)cc(-n2c(=O)[nH]c3ccccc3c2=O)c1	0%	.	-12%	-1%	.	.	30%	.	?
CCOC(=O)c1ccc(N=Cc2c(O)n(-c3ccccc3F)c(=S)[nH]c2=O)cc1	17%	-8%	.	i	i	3	-4%	-10%	15%
O=c1c2ccccc2nc(-c2ccco2)n1-c1ccc(Br)cc1	?	0%	-19%	-10%	i	0	-5%	0%	-16%
COC(=O)C1=C(c2ccccc2OCc2ccccc2)C[C@@H]2CC[C@H]1N2C(=O)NCc1ccccc1	?	-3%	39%	-17%	i	-13	-10%	16%	5%
CCCCNS(=O)(=O)c1ccc(OCC(=O)N2CCN(Cc3ccc4c(c3)OCO4)CC2)cc1	-27%	3%	21%	-25%	i	15	7%	-1%	13%
CCOP(=O)(OCC)C(C)(C)NC(=O)C(Cl)(Cl)Cl	-10%	1%	5%	-20%[57.5 µM]	i	10	-1%	-1%	-4%
O=C(O)c1cn(Cc2ccccc2)nc1-c1ccccc1	9%	4%	8%	i	i	5	10%	5%	.
Cc1ccc(-n2c(O)c(C=Nc3ccc(S(=O)(=O)N(C)C)cc3)c(=O)[nH]c2=O)cc1	10%	-5%	-7%	i	i	-9	12%	-1%	12%
COc1ccc(/C=N\N=C(N)N)cc1	-23%	0%	-6%	i	i	-13	-14%	-5%	20%
CN1C(=O)C(c2ccc([N+](=O)[O-])cc2[N+](=O)[O-])C(=O)N(C)C1=O	-1%	-2%	-31%	i	i	?	-8%	0%	0%
COC(=O)C1=C(c2ccc(C(C)=O)cc2)C[C@@H]2CC[C@H]1N2C(=O)NCCCOC(C)C	14%	9%	-7%	-15%	i	-4	13%	5%	19%
O=C(Nc1ccc2c(c1)OCCO2)c1cccn(Cc2cccc(F)c2)c1=O	0%	.	44%	-28%	.	.	-13%	.	35µM*
CC(C)CC1C(=O)N(Cc2cn(CC3CCCCC3)nn2)CCS(=O)(=O)N1Cc1ccc(-c2ccc(F)nc2)cc1 (centres undefined)	?	3%	?	i	i	6	4%	-1%	22%
CP(=O)(O)CN1CCCCC1	14%	-3%	-32%	i	i	-3	6%	4%	13%
CCOc1ccccc1CN1CCCC(C(=O)c2cc(F)ccc2F)C1 (centres undefined)	?	4%	-2%	i	i	-72*	10%	3%	-11%
CC1=C(C/C(C)=C/c2ccccc2)/C(=C/CO)[C@H](O)[C@](C)(O)C12CC2	?	4%	18%	-1%	i	-7	2%	8%	?
O=c1c2ccccc2nc(-c2ccccc2)n1-c1nccs1	?	3%	2%	i	i	6	6%	-2%	?
O=C(c1cccc(C(F)(F)F)c1)C1CCCN(Cc2ncc[nH]2)C1 (centres undefined)	?	9%	17%	i	i	10	-20%	2%	-14%
CC(Cc1ccccc1)NCCC(c1ccccc1)c1ccccc1 (centres undefined)	?	10%	1%	-25%	i	-75*	14%	6%	?
CC1CC(OP(O)(=S)c2ccc(N(C)C)cc2NC(=O)c2cccs2)CC(C)(C)C1 (centres undefined)	?	11%	36%	-23%	i	1	6%	-12%	-13%[0.397 µM]
COc1ccc(-n2nnnc2C(c2ccnc3ccccc23)N2CCC(n3c(=O)[nH]c4ccccc43)CC2)cc1 (centres undefined)	-27%	-4%	?	-13%	i	68	8%	-2%	0%
CCOc1ccc(CN(CCc2ccc3c(c2)OCO3)Cc2cccc(C)c2)cc1	?	.	12%	-17%	.	.	-17%	.	-10%
Cn1cc(Br)c(C(=O)Nc2ccc3c(C(F)(F)F)cc(=O)oc3c2)n1	2%	0%	-6%	-19%	i	-12	-10%	-2%	9%
COc1ccc(N=Cc2c(O)n(CC3CCCO3)c(=O)[nH]c2=O)cc1 (centres undefined)	10%	11%	24%	-20%	i	-1	-19%	0%	-13%[9.22 µM]
COC(=O)C(O)(c1ccc(N(C)C(=O)COc2ccccc2)cc1)C(F)(F)F (centres undefined)	0%	0%	.	-10%	i	13	-4%	-1%	0%

This is a subset; count on the stated rates, not on these rows.
